bCat nuc transl: modulators of beta-catenin nuclear translocation; HeLa beta-catenin nuclear translocation, immunofluorescence imaging; nuclear translocation activity, % at 5 µM; 190,000 tested, 0.3% active;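 active = nuclear translocation activity above 50% at 5 µM, with a well cell count of 50 or more; inconclusive = wells under 50 cells across six images, flagged as toxic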;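 note: per-cell ratio of nuclear to cytoplasmic median beta-catenin stain intensity; plate controls were DMSO negative control for no effect and GSK-3 inhibitor IX positive control for full effect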
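Test system: human HeLa cells, endogenous beta-catenin. Times: 24 h compound exposure, 37°C. Measured by: beta-catenin immunofluorescence imaging with DAPI.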
Dynein transport: dynein cargo transport inhibition; 3617.4 mouse cells, GR-EGFP nuclear translocation imaging; test concentration mostly 20 µM; stimulated with dexamethasone, 1 µM; hits give low values; z-score, hits read low; 220,000 tested, 0.47% active; AID 1381;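 active = plate z-score of nuclear minus cytoplasmic receptor signal below a set negative limit, without overly bright fluorescence or cell loss, cut at about -3.5 in these data, passing the limit was not always enough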;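 note: z-score of nuclear minus cytoplasmic ring GR-EGFP intensity difference per well; some compounds called inactive have numbers as strong as hits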
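Buffer or medium – tet-free medium with charcoal-stripped serum · Signal – automated 10x imaging of fixed Hoechst-stained cells · Also added – dexamethasone agonist, 1.0 µM final, for 30 min · Incubation – induction 48 h, compound 1 h, agonist 30 min · Read-out – GR-EGFP nuclear translocation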
MT stabilize HCS: microtubule stabilization, imaging screen; HeLa tubulin immunostaining HCS, 24 h; share of cells brighter than vehicle mean+2SD; % tubulin-high responders, % at 10 µM; 200,000 tested, 0.83% active; AID 2205;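 active = plate Z-score above 3 for both tubulin-high and condensed-nucleus cell shares, with cell loss under 80%, at 10 µM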;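 note: anti alpha tubulin signal scored within the nucleus-defined area of each cell; some results filed as inactive read as strong as hits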
WT yeast gro inh: growth inhibition of WT yeast, mitochondrial fusion screen; inhibition, % at 10 µM; mitochondrial fusion phenotypic screen, WT strain; 190,000 tested, 2.1% active; in the data active = inhibition above about 58%; tested in S. cerevisiae
NOD2 inhibition: NOD2 signaling inhibitors, cell-based, luminescence, uHTS, HEK293 (AID 1566); 290,000 tested, 0.63% active; inhibition, % at 4 µM, or EC50 in µM where a hit was titrated; HEK293 NOD2/NF-kB luciferase reporter, luminescence; higher % means a stronger effect; in the data active = inhibition above about 50%; note: many of its hits are not listed in these tables
Hep lipid drop: modulators of hepatic lipid droplet formation | inhibition, % at 6.5 µM | 240,000 tested, 0.4% active | AML12 mouse hepatocytes, oleate lipid droplets, BODIPY imaging;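 active = lipid droplet intensity inhibited by at least 50%, with more than 500 cells counted; inconclusive = wells with under 300 cells, treated as cytotoxic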
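Assay system: AML12 hepatocytes (mouse) / Also added: 100 µM oleic acid challenge / Times: overnight treatment with compound plus oleate / Detection: high-content imaging of BODIPY-stained droplets and DAPI nuclei / Evaluation: % inhibition of lipid droplet signal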
Ins promoter up: MIN6 insulin promoter up-regulation | MIN6 insulin promoter-GFP reporter, high-content imaging; hits give high values | 190,000 tested, 0.3% active | z-score at 5 µM;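 active = z-score above 3 at 5 µM with at least 500 cells counted in the well; inconclusive = wells under 500 cells, flagged as cytotoxic or low count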
Yfh1-off respiration: enhancers of respiration in Yfh1-depleted yeast, dose response, Friedreich's ataxia, plus single-dose screen (AID 1465) | S. cerevisiae Yfh1-off respiration, WST-1 reduction, 72 h; higher fold induction means a stronger effect | fold induction at 50 µM, or EC50 in µM where a hit was titrated | 220,000 tested, 0.074% active;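 active = fold induction of absorbance versus untreated yeast above a set limit, then at least 30% activation at any dose in follow-up; inconclusive = repeats straddling the limit, or above it without dose testing; inactive = fold induction below the set limit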;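 note: activators that raise dye reduction in frataxin-depleted yeast; strong numbers were not always called active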
Autophagy HCS: autophagy modulation, high-content screen | MEF GFP-LC3 puncta imaging; test concentration mostly 10 µM | calls only at 10 µM (by protocol) | 190,000 tested, 0.98% active | AID 463193;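 active = percentage of spot-positive cells more than 3 SD above its plate mean, without a fluorescence outlier flag or 80% toxicity; inconclusive = no clear call, values can overlap the other calls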;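 note: spot-positive cell cutoff set from DMSO-treated cells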
WT yeast gro inh mutant strain: further read-out of WT yeast gro inh, marked with its call; inhibition, %; mitochondrial fusion phenotypic screen, mutant strain inhibition
Dynein transport cytoplasmic EGFP: second read-out of Dynein transport, no call of its own (marks repeat the call); z-score; measured here: cytoplasmic GR-EGFP intensity; hits give high values
Dynein transport nuclear GR-EGFP: also measured in Dynein transport; calls as there; z-score; measured here: nuclear GR-EGFP intensity;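 lower value marks the stronger effect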
Dynein transport cell count: recorded beside Dynein transport, whose call it bears; z-score; measured here: cell count per field
Ins promoter up cell count: second read-out of Ins promoter up, no call of its own (marks repeat the call); cell count; measured here: cytotoxicity, nuclei count;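 total cells summed across four imaged fields per well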
Hep lipid drop cells 6.5 µM: further read-out of Hep lipid drop, marked with its call; cell count; measured here: cell count, cytotoxicity flag;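 cells counted across two imaged fields per well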
bCat nuc transl cell count 5 µM: recorded beside bCat nuc transl, whose call it bears; cell count; measured here: cell count, cytotoxicity flag
MT stabilize HCS Hoechst-high %: further read-out of MT stabilize HCS, marked with its call; % Hoechst-high responders; measured here: nuclear condensation Hoechst responders;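 share of cells brighter than vehicle mean plus two SD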
MT stabilize HCS cytotoxicity %: recorded beside MT stabilize HCS, whose call it bears; toxicity, %; measured here: cytotoxicity by cell density;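 0% = mean cell density of plate MIN control wells and 100% = no cells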
Autophagy HCS cell loss 18 h: also measured in Autophagy HCS; calls as there; toxicity, %; measured here: cell loss, nuclei count;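 cell loss after 18 h compound exposure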
Numbers without * were called inactive; i = inactive; ? = inconclusive; . = no result given; + = active, no number. These rows are one share of the data, so the mix of outcomes need not match the whole.

SMILES	bCat nuc transl	bCat nuc transl cell count 5 µM	Dynein transport	Dynein transport cytoplasmic EGFP	Dynein transport nuclear GR-EGFP	Dynein transport cell count	MT stabilize HCS	MT stabilize HCS Hoechst-high %	MT stabilize HCS cytotoxicity %	WT yeast gro inh	WT yeast gro inh mutant strain	NOD2 inhibition	Hep lipid drop	Hep lipid drop cells 6.5 µM	Ins promoter up	Ins promoter up cell count	Yfh1-off respiration	Autophagy HCS	Autophagy HCS cell loss 18 h
CC(=O)C1=C(O)C(=O)N(CCC(=O)O)C1c1cccc(F)c1 (stereo not drawn)	-4.2	1092	0.48	-0.34	0.8	-0.0054	2.5	2.0	3.0	-13	-3	4%	7	721	0.83	846	i	i	8
CCCc1nnc(SCc2ccc(OCC)cc2)n1N	-0.1	1005	-0.86	-0.21	-0.092	0.33	2.6	2.3	4.5	12	-5	-2%	-1	678	?	.	.	i	10
COc1ccc(S(=O)(=O)NN(C)C(=O)c2nn(-c3ccccc3)ccc2=O)cc1	0.9	1013	-0.97	-0.27	-0.4	0.62	1.2	1.2	1.7	7	13	-5%	14	752	-0.94	1475	i	i	6
COc1ccc(-c2nnc(NC(=O)c3ccc(S(=O)(=O)N4CCCc5ccccc54)cc3)o2)cc1	1.3	1413	-0.53	-0.23	-0.15	0.57	4.6	0.5	5.2	-23	-23	26%	.	.	-0.26	1431	.	i	-16
CCOC(=O)C1=C(C)Nc2ncnn2C1c1ccccc1F (stereo not drawn)	-1.6	1019	2.9	-0.19	2.3	-2.2	3.0	1.7	5.8	-27	-6	2%	7	682	0.76	1659	i	i	-4
CCCc1[nH]nc2c1C(c1ccc(O)cc1OCC)C(C#N)=C(N)O2 (stereo not drawn)	2.6	750	0.33	0.092	0.59	-1.5	4.7	3.0	7.1	-1	0	16%	.	.	-0.68	1461	i	i	8
Cn1cccc1CC(=O)N/N=C/c1ccco1	-1.3	1235	3.3	-0.24	1.2	-0.36	.	.	.	.	.	-2%	-3	699	1.3	990	i	.	.
Cc1cccc(C)c1NC(=O)COC(=O)c1cccnc1	0.6	1035	0.64	-0.29	0.35	0.23	2.8	1.4	8.9	-17	1	2%	-10	735	0.69	1531	i	+	5.9*
CCOC(=O)Cn1c(=NC(=O)CN2C(=O)CCC2=O)sc2cc(S(N)(=O)=O)ccc21	-2.1	1021	-0.25	-0.3	-0.36	0.74	5.6	3.0	4.0	-17	-2	14%	-6	650	0.4	1348	i	i	-3
CCOC(=O)N1CC=C2C(C#N)=C(N)C(C#N)(C#N)[C@H](c3cccs3)C2C1 (stereo partly drawn)	-0.6	1240	-1.4	0.53	-0.52	0.41	2.6	2.5	12	8	22	7%	-2	782	0.24	1094	i	i	-5
CCCc1cc(=O)[nH]c(SCC(=O)NC2CCCc3ccccc32)n1 (stereo not drawn)	-0.6	1409	-0.39	-0.68	-0.41	-0.0076	.	.	.	.	.	2%	-13	680	-0.56	989	i	.	.
C1=C(c2ccccc2)Nc2ccccc2N=C1c1ccccc1	1.2	510	0.77	-0.28	0.39	-0.79	2.9	2.0	1.0	41	27	-1%	-33	688	0.35	1265	i	i	4
CCOC(=O)C1=C(COc2ccc(C)cc2)NC(=O)NC1c1cc(C)ccc1C (stereo not drawn)	-2.4	1172	-0.41	-0.3	-0.24	0.29	5.6	2.4	2.2	-7	-7	1%	14	649	0.21	1481	i	i	14
CCOC(=O)C1(CCc2ccccc2)CCN(C(=O)C2=C(C)OCCO2)CC1	-2.0	939	-2.1	0.0047	-1.1	0.57	4.7	2.7	0.2	0	4	-8%	21	684	1.4	1457	i	i	-23
O=C(NC(=S)N1CCN(c2ccc([N+](=O)[O-])cc2)CC1)c1ccccc1F	-0.9	931	-0.71	-0.28	-0.7	0.79	3.2	2.5	8.4	1	-10	-2%	24	520	-0.63	1184	i	i	-7
O=C(O)c1ccc(-n2c(-c3ccc(Br)cc3)n[nH]c2=S)cc1	3.6	992	-0.27	-0.21	0.011	-0.091	1.3	1.4	8.2	10	-23	3%	6	799	0.91	871	i	i	2
O/N=C(\c1ccccn1)C1CC1c1ccccc1 (stereo not drawn)	-0.2	1115	0.88	-0.35	0.25	-0.38	1.6	2.5	1.8	13	-8	-3%	17	703	-0.45	1298	i	i	4
Cc1ccc(C(C(=O)Nc2ccc3c(c2)OCO3)N(C)C(=O)Cc2c[nH]c3ccccc23)cc1 (stereo not drawn)	-5.9	527	-0.64	-0.1	-0.59	0.62	2.0	1.9	0.1	30	8	-14%	1	684	-0.72	1261	i	i	9
COc1ccc(-c2csc3ncnc(Nc4ccc(O)cc4)c23)cc1	2.9	1073	1	-0.24	0.73	-0.99	3.2	2.2	3.7	18	4	31%	-10	702	-0.89	1433	i	i	-6
COC(OC)c1nc(SCC(=O)Nc2cccc(Cl)c2)ncc1C(=O)O	-0.1	1044	1	-0.25	0.37	0.1	.	.	.	.	.	-6%	-4	763	.	.	i	.	.

Reprinted from the part before: 3 entries; new compounds follow.
SMILES	bCat nuc transl	bCat nuc transl cell count 5 µM	Dynein transport	Dynein transport cytoplasmic EGFP	Dynein transport nuclear GR-EGFP	Dynein transport cell count	MT stabilize HCS	MT stabilize HCS Hoechst-high %	MT stabilize HCS cytotoxicity %	WT yeast gro inh	WT yeast gro inh mutant strain	NOD2 inhibition	Hep lipid drop	Hep lipid drop cells 6.5 µM	Ins promoter up	Ins promoter up cell count	Yfh1-off respiration	Autophagy HCS	Autophagy HCS cell loss 18 h
Cc1ccc(C(C(=O)Nc2ccc3c(c2)OCO3)N(C)C(=O)Cc2c[nH]c3ccccc23)cc1 (stereo not drawn)	-5.9	527	-0.64	-0.1	-0.59	0.62	2.0	1.9	0.1	30	8	-14%	1	684	-0.72	1261	i	i	9
COc1ccc(-c2csc3ncnc(Nc4ccc(O)cc4)c23)cc1	2.9	1073	1	-0.24	0.73	-0.99	3.2	2.2	3.7	18	4	31%	-10	702	-0.89	1433	i	i	-6
COC(OC)c1nc(SCC(=O)Nc2cccc(Cl)c2)ncc1C(=O)O	-0.1	1044	1	-0.25	0.37	0.1	.	.	.	.	.	-6%	-4	763	.	.	i	.	.
Cc1cc(C)n2nc(SC(C)C(=O)NCc3ccco3)nc2n1 (stereo not drawn)	-3.0	973	3	-0.15	1.7	-2	2.9	1.7	9.0	-4	47	-8%	.	.	-0.21	1279	i	i	4
Cc1nn(Cc2ccc(Cl)cc2Cl)c(C)c1NC(=O)CCl	.	.	-1.5	-0.16	-1.2	0.51	7.3	13	16	-7	-11	13%	-31	675	.	.	i	i	10
CCOc1ccc(C2=NNC(c3cccs3)=Nc3ccc(OC)cc32)cc1OCC	-2.3	1195	-0.0091	-0.24	-0.39	-0.68	21	8.2	21	14	-8	1%	55*	745*	-1.1	707	i	i	2
Cc1cccn2c(/C=N/OCc3cccc(F)c3)c(-c3ccc(Cl)cc3)nc12	.	.	-0.32	-0.14	0.059	0.63	2.7	1.9	11	36	14	-11%	.	.	.	.	i	i	-26
CCC(=O)N1CCN(c2cc(N3CCN(C)CC3)c(F)cc2[N+](=O)[O-])CC1	-6.8	731	0.022	0.079	0.085	-0.83	2.2	2.4	13	9	10	12%	-4	621	-0.09	1359	i	i	-1
CN(c1ccccc1)c1nc(-n2ccnc2)nc(-n2ccnc2)n1	.	.	-0.43	-0.12	-0.082	-0.48	1.1	2.2	11	36	-9	9%	.	.	.	.	.	i	-9
CC(C)(C)NC(=O)NC(=O)COC(=O)Cc1c(Cl)cccc1Cl	-1.3	1099	-0.38	-0.35	-0.059	0.26	2.3	1.7	0.7	-12	-4	1%	0	710	-0.66	1224	i	i	-4
O=C(CSc1ccc2ccccc2n1)N1CCC(c2noc3ccc(F)cc23)CC1	-4.0	538	0.82	-0.19	1	0.17	3.6	1.5	6.3	46	12	17%	-21	711	.	.	i	i	-10
CCOC(=O)CN1C(=O)C(Sc2n[nH]c(-c3cccc(C)c3)n2)CCc2ccccc21 (stereo not drawn)	5.5	1402	0.61	-0.22	0.95	-0.3	2.2	1.6	13	-2	-6	13%	.	.	-1.4	1271	i	i	13
O=C(CSC1=NNC(c2ccccn2)S1)Nc1ccc(C(F)(F)F)cc1 (stereo not drawn)	-0.9	1308	-0.3	-0.18	0.28	0.11	.	.	.	.	.	-135%	-39	542	-0.49	935	i	.	.
Cc1ccccc1Oc1nc2c(C)cccn2c(=O)c1/C=C(\C#N)C(=O)Nc1c(C)n(C)n(-c2ccccc2)c1=O	-1.5	1132	-3.5	0.24	-1.4	0.044	3.5	3.3	3.4	-1	3	-2%	7	724	-0.39	1350	i	i	-3
Cc1ccc(-n2cnc3c(sc4nc(N5CCOCC5)c5c(c43)CCCC5)c2=O)cc1	0.5	1361	0.4	-0.27	0.77	0.7	.	.	.	.	.	38%	2	658	-0.35	984	i	.	.
COC(=O)c1cc(C#N)c(N2CCN(C)CC2)nc1C	-3.9	1034	-0.2	-0.28	0.19	0.88	5.4	2.5	3.2	0	-4	20%	19	667	-0.44	1616	i	i	-7
O=c1cc(-c2c(O)c3ccccc3n(Cc3ccccc3)c2=O)[nH][nH]1	-1.1	1033	-0.28	2.2	0.063	0.05	2.6	1.6	4.1	-3	14	20%	-14	674	0.27	1414	i	i	-1

From PubChem
